Bioassay records as filed in PubChem.
POLK inh: inhibitors of human DNA polymerase kappa; purified Pol kappa, fluorescent DNA synthesis assay, 10 min; Potency, µM (top dose mostly 107 µM), for inactives: top-dose activity, negative = inhibition, hits mostly inhibitors; 400,000 tested, 0.53% active; AID 588579; further: potency means the concentration at half of the fitted maximal effect; on the % scale 0 is the no-effect control and ±100 the full control effect
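Kinetic fluorescence screen: compound preincubated 15 min RT with 10 nM enzyme; 50 nM substrate (final) initiates; reads at 0/10 min.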
12-LOX inh: ALOX12 (human) lipoxygenase inhibition. AID 1671190. purified 12hLO, xylenol orange hydroperoxide absorbance. Potency, µM (top dose mostly 108 µM), without a hit: top-dose activity change, negative = inhibition, most hits filed as inhibitors. P18054. 580,000 tested, 1.1% active; further: potency means the concentration at half of the fitted maximal effect; on the % scale 0 is the no-effect control and ±100 the full control effect
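Purified human 12hLO (150 nM final) in 25 mM Hepes, 0.01% Triton X-100, pH 7.0 was preincubated 15 min at room temperature with compound. Then 40 uM arachidonic acid was added, 30 min. Hydroperoxide was read by Fe-XO absorbance ratio 573/405 nm.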
APEX1 inh: APE1 (human) endonuclease inhibition; 350,000 tested, 0.35% active; recombinant APE1, TAMRA/BHQ-2 abasic DNA cleavage fluorescence; Potency, µM (titrated, usually from 65.8 µM), inactives show top-dose activity change, negative = inhibition, most hits filed as inhibitors; P27695;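 further: potency means the concentration at half of the fitted maximal effect; plate controls were vehicle for no effect and reference inhibitor for full effect; nearly all actives have a fitted effect of over 55% in size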
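Readout is kinetic fluorescence (ex 525, em 598 nm) from cleavage of 50 nM TAMRA/BHQ-2 THF abasic duplex by 0.75 nM APE1, compound added 15 min beforehand at RT.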
ERG-DNA inh: inhibitors of human ERG Ets domain-DNA interaction; P11308; fluorescence polarization, His-ERG Ets domain / labelled DNA; Potency, µM (series often up to 76.9 µM), for the others: at the top dose FP activity, negative = inhibition, usual class: inhibitors; 370,000 tested, 0.028% active; AID 624246; active means well fitted inhibition curve with a large enough effect in the polarisation, with a control signal flat; inconclusive means small, poorly fitted or top-dose-only effect, or effect the other way, or a change in a side signal; inactive means no such curve, though single readings can be large or run the other way; the % refers to the polarisation;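 further: polarization taken with two DNA probes labelled with fluorescein and Texas red; potency means the concentration at half of the fitted maximal effect; % of control where 0% means no effect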
Target sequence (P11308 whole entry, looked up, the tested form may be a part): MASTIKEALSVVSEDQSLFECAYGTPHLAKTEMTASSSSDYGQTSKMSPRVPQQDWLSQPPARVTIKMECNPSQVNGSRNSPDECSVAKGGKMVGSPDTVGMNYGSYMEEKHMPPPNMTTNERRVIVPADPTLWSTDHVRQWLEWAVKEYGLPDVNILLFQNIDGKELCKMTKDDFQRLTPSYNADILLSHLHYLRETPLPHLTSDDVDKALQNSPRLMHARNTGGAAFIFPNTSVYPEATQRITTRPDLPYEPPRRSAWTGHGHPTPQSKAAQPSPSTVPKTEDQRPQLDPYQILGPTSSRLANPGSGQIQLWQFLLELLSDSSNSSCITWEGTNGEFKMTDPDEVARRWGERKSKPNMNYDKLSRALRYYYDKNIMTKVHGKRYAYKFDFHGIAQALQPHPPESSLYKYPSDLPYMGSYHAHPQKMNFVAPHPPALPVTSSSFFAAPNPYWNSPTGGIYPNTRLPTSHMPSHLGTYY
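His-tagged ERG Ets domain (1 uM in the protein solution; 300mM KCl, 50mM Tris-HCl, 1mM EDTA, 1mM DTT, pH 7.5) received compound, then a probe mix of 5 nM fluorescein-DNA and 100nM Texas-615-DNA. Fluorescence polarization was read for both dyes.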
POLI inh: DNA polymerase iota (human) inhibition; Pol iota fluorescent replication assay, 10 min; 390,000 tested, 1% active; Potency, µM (highest dose often 115 µM), without a hit: at the top dose activity, negative = inhibition, usual class: inhibitors; AID 588590; Q9UNA4; further: potency means the concentration at half of the fitted maximal effect
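Pol iota at 10 nM preincubated 15 min with compounds at room temperature; reaction started with fluorescent substrate, 50 nM final. Fluorescence read kinetically at 0 and 10 min; buffer-only wells as negative control.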
TRHR ag: TRH receptor (human) agonism; TRHR cells, calcium flux fluo-8, FDSS agonist mode; activation, % at 2 µM; 360,000 tested, 0.18% active; in the data active means activation above about 30%; further: 0% is about no effect
Target sequence (P34981 whole entry, looked up): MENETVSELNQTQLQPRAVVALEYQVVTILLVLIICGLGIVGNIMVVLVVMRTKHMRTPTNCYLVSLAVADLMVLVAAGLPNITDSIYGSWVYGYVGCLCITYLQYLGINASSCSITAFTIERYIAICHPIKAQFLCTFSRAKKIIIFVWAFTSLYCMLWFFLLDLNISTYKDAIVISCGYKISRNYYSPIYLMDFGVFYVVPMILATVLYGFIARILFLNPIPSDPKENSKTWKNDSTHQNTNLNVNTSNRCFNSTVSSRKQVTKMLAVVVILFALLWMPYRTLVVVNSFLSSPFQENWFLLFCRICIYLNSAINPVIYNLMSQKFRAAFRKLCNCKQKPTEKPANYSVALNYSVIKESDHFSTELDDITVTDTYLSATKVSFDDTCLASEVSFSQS
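TRHR-expressing cells loaded with fluo-8 calcium dye; 23 nL library compound pin-transferred, kinetic FDSS fluorescence (Ex 480/Em 530) recorded about 180 s for agonist-induced calcium release, before a 10 nM TRH EC20 addition for potentiator mode.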
Apoferritin bind: candidate novel general anesthetic via apoferritin binding; apoferritin/1-aminoanthracene competitive binding, fluorescence; 350,000 tested, 0.074% active; P02791; Potency, µM (doses to about 77.5 µM), inactives show at the highest dose activity change, negative = displacement, usual class: inhibitors; further: potency means the concentration at half of the fitted maximal effect; on the % scale 0 is the no-effect control and ±100 the full control effect; nearly all actives have a fitted effect of over 20% in size
Target sequence (P02791 2-175 limits assumed): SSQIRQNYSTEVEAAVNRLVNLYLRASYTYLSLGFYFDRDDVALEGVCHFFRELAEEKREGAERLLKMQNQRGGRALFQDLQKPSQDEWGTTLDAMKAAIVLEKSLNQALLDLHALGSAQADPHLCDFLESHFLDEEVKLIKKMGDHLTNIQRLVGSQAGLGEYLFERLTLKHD
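Horse-spleen apoferritin (10 uM) in 50% saturated 1-aminoanthracene in PBS was incubated 10 min at room temperature with compound. Fluorescence (ex 380, em 535 nm) was normalized to free and bound 1-AMA, with concentration-response fitted by a four-parameter Hill equation.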
BLM inh: Bloom syndrome helicase (human) inhibition | Potency, µM (top dose mostly 56.1 µM), inactives show at the highest dose activity change, negative = inhibition, most hits filed as inhibitors | recombinant BLM DNA unwinding, fluorescence dequenching | 350,000 tested, 0.2% active | P54132;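 further: potency means the concentration at half of the fitted maximal effect; plate controls were vehicle for no effect and no enzyme for full effect; nearly all actives have a fitted effect of over 35% in size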
POLB inh: inhibitors of human DNA polymerase beta; P06746; Pol beta primer extension/strand displacement, fluorescence kinetic; Potency, µM (doses to about 114 µM), without a hit: top-dose activity change, negative = inhibition, usual class: inhibitors; 340,000 tested, 1.3% active; AID 485314; further: potency means the concentration at half of the fitted maximal effect; on the % scale 0 is the no-effect control and ±100 the full control effect
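Preincubation: enzyme (10 nM) with compound, 15 min, RT. Reaction: substrate added to 50 nM final. Reads: 0 and 10 min. Analysis: normalized, Hill fit.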
Starred values were filed as active, the others as inactive; u = inconclusive; x = no result given; & = joins results of further samples; [ ] = another dose, or the depositor's remark. Unless noted, the call rests on the fitted dose curve; in most records, active means well fitted curve in the direction sought with a large enough effect; inconclusive means small, poorly fitted or top-dose-only effect, or another doubt; inactive means no such curve, though single readings can be large; an effect the other way counts as inactive or inconclusive.

SMILES	POLK inh	12-LOX inh	APEX1 inh	ERG-DNA inh	POLI inh	TRHR ag	Apoferritin bind	BLM inh	POLB inh
CNS(=O)(=O)c1cccc(C(=O)OCC(=O)c2c(N)n(C)c(=O)n(C)c2=O)c1	-10%	0%	-1%	9%	22%	-1.3	0%	-8%	2%
NC(=O)NC(=O)CC1S/C(=N/N=C2/NC(=O)CS2)NC1=O (stereo not drawn)	-23%	12%	1%	-6%	130%[activator]	0.5	-4%	0%	97%
Cc1cc(OCC(=O)N2CCOCC2)ccc1NC(=O)c1ccccc1C	-2%	475%[activator]	60%[activator]	8%	22%	0.6	0%	-2%	4%
COc1ccc(S(=O)(=O)Cc2ccc(C(=O)NCCc3ccc(S(N)(=O)=O)cc3)o2)cc1	14%	u	1%	-11%	15%	0.5	-5%	2%	-8%
Cc1cc(OCC(=O)N(C)c2ccccc2)cc2c1C(=O)CC(C)(C)O2	-9%	97%[activator]	8%	-7%	16%	0.4	-8%	-3%	12%
CC(=O)c1cccc(NC(=O)/C=C/c2ccc([N+](=O)[O-])s2)c1	-2%	-11%	1%	-1%	62%[activator]	-0.3	-3%	-13%	13%
Cc1ccccc1CSCCNC(=O)c1ccc(N(C)S(=O)(=O)c2ccccc2)cc1	-5%	u	3%	-3%	-4%	3.6	69%[activator]	-6%	1%
Cc1ccc(S(=O)(=O)CCC(=O)OCC(=O)c2c(N)n(CC(C)C)c(=O)n(C)c2=O)cc1	-1%	-1%	8%	3%	51%[activator]	-0.1	-3%	-3%	22%
CCn1c(CNC(=O)c2ccccc2F)nnc1SCCOc1ccccc1	8%	8%	2%	3%	15%	0.9	-8%	2%	-1%
CC(=O)c1sc(NC(=O)CN2C(=O)C3CC=CCC3C2=O)nc1-c1ccccc1 (stereo not drawn)	-3%	4%	3%	x	9%	0.0	x	x	x
CCN(Cc1ccccc1)C(=O)Cn1cc(S(=O)(=O)Cc2cccc(Cl)c2)c2ccccc21	-2%	-4%	x	0%	14%	0.9	40%[activator]	-4%	4%
Cc1cccc(N2CCN(C(=O)C3CCN(S(=O)(=O)N4CCOCC4)CC3)CC2)c1C	-4%	2%	22%	-8%	9%	-1.8	-3%	-5%	19%
O=C(Cc1ccccc1F)NCC1(N2CCOCC2)CCCCC1	-13%	-3%	-3%	3%	35%[activator]	-0.5	-5%	-7%	3%
Cc1ccc(CC(=O)N(Cc2nc(-c3ccc(C)cc3)no2)C(C)C)cc1	-17%	u	x	4%	1%	0.4	-15%	-12%	0%
Cc1cc2ncn(C(=O)N3CCC(C)CC3)c2cc1C	-4%	3%	4%	-1%	13%	-0.3	2%	0%	-14%

Not a retest: entries from further up.
SMILES	POLK inh	12-LOX inh	APEX1 inh	ERG-DNA inh	POLI inh	TRHR ag	Apoferritin bind	BLM inh	POLB inh
Cc1cccc(N2CCN(C(=O)C3CCN(S(=O)(=O)N4CCOCC4)CC3)CC2)c1C	-4%	2%	22%	-8%	9%	-1.8	-3%	-5%	19%
O=C(Cc1ccccc1F)NCC1(N2CCOCC2)CCCCC1	-13%	-3%	-3%	3%	35%[activator]	-0.5	-5%	-7%	3%
Cc1ccc(CC(=O)N(Cc2nc(-c3ccc(C)cc3)no2)C(C)C)cc1	-17%	u	x	4%	1%	0.4	-15%	-12%	0%
Cc1cc2ncn(C(=O)N3CCC(C)CC3)c2cc1C	-4%	3%	4%	-1%	13%	-0.3	2%	0%	-14%

Further results
SMILES	POLK inh	12-LOX inh	APEX1 inh	ERG-DNA inh	POLI inh	TRHR ag	Apoferritin bind	BLM inh	POLB inh
N#Cc1cc(Sc2ccccn2)c(Sc2ccccn2)cc1C#N	-7%	u	1%	9%	19%	-0.1	-19%	4%	5%
Cn1cc(C(=O)N/N=C/C(Br)=C/c2ccccc2)ccc1=O	-1%	0%	3%	7%	0%	0.0	4%	2%	-24%
COc1cc(C2Nc3ccc4ccccc4c3C3=C2C(=O)CC(C)(C)C3)ccc1OC(C)C(=O)O (stereo not drawn)	1%	3%	-8%	-1%	4%	0.5	358%[activator]	-3%	44%
Cc1ccccc1NC1=NC(=S)N(c2ccccc2)C12CCOC(C)(C)C2 (stereo not drawn)	-6%	-1%	4%	3%	18%	-0.4	-8%	-2%	35%
Cc1cccc(NC(=S)N(Cc2cccs2)Cc2cc3cc(C)cc(C)c3[nH]c2=O)c1	-3%	u	15%	-21%	-5%	-0.1	-14%	2%	3%
Fc1ccc(CNc2ncnc3onc(-c4ccc(F)cc4)c23)cc1	-3%	-14%	x	6%	-11%	-0.7	3%	-2%	29%
CC1=CC(C)(C)N2C(=O)C3(NCCc4c3[nH]c3ccccc43)c3cc(C)cc1c32 (stereo not drawn)	-4%	4%	-8%	-1%	7%	2.9	-15%	-9%	14%
Cc1cc(C)c2nc(/N=C(\N)NC(=O)c3ccccc3)nc(C)c2c1	-1%	21%&0%	-2%	-2%	129%[activator]	0.5	-7%	5%	-1%
CC(=O)OCC1OC(n2c(-c3ccc(Cl)cc3)ccc(C#N)c2=S)C(OC(C)=O)C(OC(C)=O)C1OC(C)=O (stereo not drawn)	-4%	u	x	4%	27%	x	x	x	x
O=C(Nc1ccccc1C(=O)N1CCN(Cc2ccccc2)CC1)c1ccccn1	-17%	3%	1%	5%	3%	0.3	-14%	0%	-3%
CC(C)[C@@H]1NC(=O)N(c2ccc(Oc3ccccc3)cc2)C1=O	-6%	11%	3%	-1%	11%	0.4	u	-3%	-3%
Cc1cc(=O)oc2cc(OCC(=O)N3CC(=O)Nc4ccccc43)c(Cl)cc12	7%	7%	7%	20%	27%	0.5	x	x	x
CN(C(=O)c1ccccc1OCc1ccc(F)cc1)c1c(N)n(Cc2ccccc2)c(=O)[nH]c1=O	-5%	-1%	-9%	-5%	12%	0.0	x	x	x
O=C(CSc1nnc(Cc2cc(=O)[nH]c(=O)[nH]2)n1-c1ccccc1)N1CCCc2ccccc21	-11%	0%	13%	6%	6%	-0.4	-10%	-2%	22%
CCOc1ccccc1CNC(=O)C1CCN(S(=O)(=O)c2ccc3c(ccn3C)c2)CC1	-6%[60.1 µM]	-11%	x	5%	26%	-0.3	-6%	0%	-4%
CCCCS(=O)(=O)NC1=NCN(CCO)CN1	-6%	0%	-3%	-8%	0%	-1.0	7%	0%	0%
CCOC(=O)NC(=O)C(=CNc1cccc(OC)c1)C(=O)NC(=O)OCC	-7%	-2%	6%	-3%	77%[activator]	0.2	-4%	5%	19%
CC(C)OCCCn1c(=O)c2ccccc2n2c(CCC(=O)N3CCN(c4ccccn4)CC3)nnc12	8%	4%	9%	3%	8%	0.1	-10%	3%	1%
CCOC(=O)N1CCN(C(=O)c2ccc(S(=O)(=O)Nc3ccc(C)cc3)cc2)CC1	-10%	-41%	14%	4%	19%	x	x	x	x
Cc1cccc(NC(=S)N=Nc2c(O)n(C)c3ccc(S(=O)(=O)N4CCOCC4)cc23)c1	-1%	-8%	10%	-2%	39%	-0.5	-9%	-9%	-21%
CN(CC(=O)Nc1ccc(F)cc1)CC(=O)Nc1ccc(F)c(F)c1F	-1%	3%	-5%	0%	147%[activator]	-0.4	-7%	-3%	0%
CCc1ccc(/C=N/n2c(COc3ccccc3)n[nH]c2=S)cc1	-25%	u	-18%	-3%	u	-0.8	-21%	-10%	0%
O=C(Nc1ccncc1)c1ccc(F)cc1	-8%	2%	2%	5%	18%	-0.4	-2%	4%	4%
O=C(NCCCCN1CCN(c2cccc(Cl)c2Cl)CC1)c1ccc2c(c1)Cc1ccccc1-2	3%[60.1 µM]	u	3%	x	x	x	-13%	0%	x
CS(=O)(=O)NCc1ccc(C(=O)O)cc1	-18%	-6%	15%	-2%	66%[activator]	0.9	2%	-2%	7%
CCC(NC(=O)c1cc(COc2ccc(F)c(F)c2)on1)c1ccncc1 (stereo not drawn)	-5%	7%	40%	-5%	3%	-0.1	u	-1%	8%
COc1nc(N/N=C/c2ccccc2F)nc(N2CCCCC2)n1	-10%	23%	u	-1%	u	0.5	7%	-3%	-18%
CCOC(=O)CNC(=O)c1cccs1	0%	-4%	-6%	-15%	25%	0.2	-6%	1%	35%
O=C(Nc1c(Cl)cccc1Cl)c1ccc(-c2ccccc2)cc1	-6%	-12%	-3%	x	15%	-0.1	-14%	-8%	-9%
Cc1sc(NC(=O)CN(Cc2ccc(F)cc2)C(=O)C(C)C)c(C(N)=O)c1C	-2%	-6%	14%	x	-5%	-0.2	-3%	-2%	27%
COc1cc2c(C(F)(F)F)c(-c3ccsc3)oc(=O)c2cc1OC	7%	67%	31%	-5%	-8%	x	x	x	x
COc1cc(NS(=O)(=O)c2ccc(NS(=O)(=O)c3ccc(C)cc3)cc2)nc(OC)n1	0%	-29%	39%	-6%	121%[activator]	-0.8	4%	-3%	19%
COC(=O)c1ccc(CSc2nnc3c(n2)[nH]c2ccccc23)cc1	2%	-9%	1%	0%	-13%	-0.2	1%	-5%	u
CCOC(=O)C(C)Oc1cccc2c(=O)n(CC(=O)N3CCCc4ccccc43)ccc12 (stereo not drawn)	-11%	30%	u	6%	-7%	-0.6	2%	2%	1%
COc1ccccc1C(=O)NC(C)c1nc2ccccc2[nH]1 (stereo not drawn)	-5%	14%	-3%	-3%	16%	-0.4	-8%	1%	20%
COc1cc(-c2nnc(NC(=O)CCS(=O)(=O)c3ccccc3)o2)cc(OC)c1OC	-4%	-19%	31%[activator]	-4%	52%[activator]	-0.4	x	x	x
CC(C)(C)n1nnnc1C(c1cccs1)N1CCN(C(=O)c2ccco2)CC1 (stereo not drawn)	3%	5%	0%	17%	1%	0.3	-2%	0%	0%
Cn1c(=O)[nH]c(=O)c2c1nc(N1CCCC1)n2CCO	-43%	0%	16%	-13%	-8%	-0.3	-4%	-2%	16%
CN(CCc1ccccn1)C1CC(=O)N(c2ccc(Cl)cc2)C1=O (stereo not drawn)	-11%	-5%	16%	-7%	1%	-0.3	-7%	-12%	31%

Some of the compounds tested (hit frequency here may not be typical).
